Screens (PubChem)
MsrA inhibitor – inhibits bovine methionine sulfoxide reductase A. inhibition, % at 15.5 µM. AID 651718. 360,000 tested, 0.75% active. purified bovine MsrA, absorbance read-out; in the data active means inhibition above about 4.5%;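 further: 0% = vehicle wells with enzyme and 100% = reference inhibitor wells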
MT1-MMP act inh – blocks activation of human MT1-MMP. HT1080 RFP-PRO-GFP cells, GFP/RFP ratio fluorescence, overnight; percent of plate control window, DMSO zero. 360,000 tested, 0.061% active. GFP/RFP ratio change, % at 20 µM. P50281;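 active means GFP/RFP ratio change of at least 30% with cell ATP level not reduced by more than half and red fluorescence within 50% of control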; further: strong numbers were not always called active
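system = RFP-PRO-GFP reporter HT1080 cells | dosing = 20 µM single dose, 1% DMSO | timing = overnight cell settling, then overnight compound exposure, 37 °C, 5% CO2 | read-out basis = GFP/RFP fluorescence ratio | controls = DMSO and RFP-L50D-GFP cell wells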
bovine MsrA act – bovine methionine sulfoxide reductase A activation; 360,000 tested, 0.3% active; activation, % at 10.6 µM; purified bovine MsrA, absorbance read-out; in the data active means activation above about 7.5%;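 further: 0% = vehicle and 100% = reference activator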
Rin1 Abl inh – inhibitors of human Rin1-Abl protein interaction; 360,000 tested, 0.4% active; inhibition, % at 7.35 µM; AID 588664; TR-FRET Rin1/Abl binding, biochemical; in the data active means inhibition above about 5%, passing the limit was not always enough
MLLE-PAM2 inh – blocks PAM2 peptide binding to the PABP1 MLLE domain. AID 588489. P11940. inhibition, % at 20 µM. GST-MLLE / FITC-PAM2 fluorescence polarization. 360,000 tested, 0.36% active; in the data active means inhibition above about 35%, passing the limit was not always enough;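 further: plate controls were DMSO wells with GST-MLLE for no effect and wells lacking GST-MLLE protein for full effect; some results filed as inactive read as strong as hits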
CSN inh – CSN deneddylation inhibition; Purified CSN, SCF-Nedd8-OG deneddylation, fluorescence polarization; inhibition, % at 12.5 µM; 360,000 tested, 0.38% active; AID 651999;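 active means pattern-corrected inhibition above about 35%, with an unprinted fluorescence ratio check between 0.5 and 1.5, limit read from the data, passing the limit was not always enough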;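 further: 0% = enzyme with substrate and 100% = substrate without enzyme; some results filed as inactive read as strong as hits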
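Test system: Human Csn5 produced in HEK293T cells | Compound: 12.5 µM single point | Times: 90 min, room temperature | Signal: Fluorescence polarization readout | Read-out basis: % inhibition of substrate cleavage by Csn5 | Controls: no-enzyme wells high, enzyme-with-substrate wells low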
FAS TE block – FAS thioesterase (human) inhibition; 360,000 tested, 0.67% active; recombinant FAS-TE, OMFH fluorogenic substrate, fluorescence endpoint; inhibition, % at 15 µM;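 active means compounds whose normalised, plate-corrected inhibition of enzyme fluorescence in the single-dose primary screen is 50% or more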;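 further: 0% = DMSO with enzyme and 100% = substrate without enzyme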
eLon inh – inhibits E. coli Lon protease; P0A9M0; purified E. coli Lon protease, fluorescence polarization; inhibition, % at 7.94 µM; 360,000 tested, 0.42% active; AID 602123; in the data active means inhibition above about 13%, passing the limit was not always enough;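 further: 0% = enzyme with probe and DMSO and 100% = no enzyme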
Rpn11 inh – inhibitors of human proteasome Rpn11. human 26S proteasome, Ub4-pepOG fluorescence polarization; 20S core pre-blocked with epoxomicin. O00487. calls only at 20 µM. AID 588493. 360,000 tested, 0.59% active;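 active means inhibition at 20 µM, scaled to each plate's controls, above about 33%, limit read from the data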
* hit, by the source's call; i = inactive; · = no result given; + = active, no number; & = joins results of further samples.

Screens in order: MsrA inhibitor, MT1-MMP act inh, bovine MsrA act, Rin1 Abl inh, MLLE-PAM2 inh, CSN inh, FAS TE block, eLon inh, Rpn11 inh
CC(C)C(NS(=O)(=O)c1ccc2c(c1)oc(=O)n2C)C(=O)N1CCN(C2CCCCC2)CC1 (stereo not given)
    ·, -2, 0, -6, -4, -6, -1, 2, i
N#Cc1nc(COc2ccccc2F)oc1NCc1ccc(F)cc1
    -0.2, -3, -3, 1, -20, 2, 19, 0, i
Cc1ccc(NC2CCCN(C(=O)c3ccc(-n4ccnc4)cc3)C2)cc1C (stereo not given)
    1.8, -1, 0, -3, 9, -6, -2, 3, i
O=C(NCCC1=CCCCC1)c1cnccn1
    1.0, 0, -10, 4, 11, -5, -18, -5, i
CC(/C=N/NC(=S)Nc1cccc(S(=O)(=O)N(C)C)c1)c1ccccc1 (stereo not given)
    1.2, -1, 0, 3, -32, 4, -8, 0, i
O=C1CC(=O)N2N=C(c3ccc([N+](=O)[O-])cc3)SC2=N1
    3.6, 5, -9, -4, 15, -7, 13, 3, i
CCCC1=[N+](CC)CCn2c(C)ccc21
    4.4, -1, -6, 1, -127, 4, -7, 1, i
COc1ccc(Cl)cc1NC(=O)CN(C)CC(=O)N(CC(C)C)c1c(N)n(CC(C)C)c(=O)[nH]c1=O
    1.5, 8, -4, 3, 2, -1, -2, -6, i
CC(C)[C@H](NC(=O)C1CC(=O)N(c2ccc3c(c2)OCCO3)C1)C(=O)NC1CCCC1 (stereo not given in full)
    -0.4, 0, -2, 0, 0, 2, -7, 0, i
CCOC(=O)c1ccc(NC(=S)NCCc2ccccc2F)cc1
    1.2, 3, -1, 0, 9, 7, 24, 10, i
CCCCNC(=O)C1(C)CCN1C(=O)c1cccc2c1OCCO2 (stereo not given)
    -0.2, -3, -2, -8, -13, 1, -7, -3, i
O=C(c1ccco1)N1CCN(Cc2ccc(Cl)cc2)CC1
    -0.2, -2, -1, -2, 5, 3, -1, -5, i
CCCn1c(=O)c(C(=O)NNS(=O)(=O)c2ccc(C)cc2)c(O)c2ccccc21
    0.5, -13, -3, 0, -13, 1, 24, -7, i
COc1ccc2cc(C[C@@H]3CC[C@@H](CNC(N)=O)O3)ccc2c1
    0.0, 3, -1, 0, -3, 0, -9, -1, i
CCn1c(NCc2ccc(N(C)C)cc2)nc2ccccc21
    1.0, 1, -15, 0, -2, -2, -2, -5, i
CC(=O)N/C(=C/c1ccc2c(c1)OCO2)C(=O)NC(Cc1ccccc1)C(=O)O (stereo not given)
    3.1, -1, -4, 5, 2, -4, -4, 0, i
COc1cccc(-n2c(=O)n(Cc3ccccc3)c(=O)c3[nH]cnc32)c1
    -0.3, 2, -3, -3, 6, 2, -8, 3, i
CC(C)NC(=O)c1onc(CSc2ccc(F)c(F)c2)c1C(=O)NC(C)C
    -1.3, -4, -2, 1, 3, -1, 8, 1, i
CC(OC(=O)Cn1[nH]c(=O)c2ccccc2c1=O)C(=O)Nc1ccc(F)cc1 (stereo not given)
    1.4, 4, -3, 1, -6, 2, -3, -5, i
CC1CCN(S(=O)(=O)c2ccc3[nH]c(=O)ccc3c2)CC1
    -0.3, 4, 0, 0, 10, 3, -4, 4, i
CCOC(=O)C1=C[C@@H](C(C)(C)C)N(S(=O)(=O)c2ccc(C)cc2)[C@H]1c1cccc(Cl)c1
    0.1, -11, -1, 2, -8, -2, 22, 2, i
Cn1nc(-c2ccc(C(=O)NCCO)cc2)c2ccccc2c1=O
    1.7, -1, -3, -2, 9, 2, -8, 3, i
CCCC(C(=O)NC1=NCCS1)c1ccccc1 (stereo not given)
    0.3, 0, -1, -1, 9, -1, -1, -12, i
CCOC(=O)N1CCN(C(=S)NC(=O)c2ccc(Br)cc2)CC1
    -0.3, 5, 1, -3, -22, 3, -3, -12, i
CC(=O)c1sc(NC(=O)c2oc3ccc(F)cc3c2C)nc1C
    -0.3, 1, -5, 2, -11, 3, -1, -13, i
Cc1cc(C)c(S(=O)(=O)N2CCCOC2CNC(=O)C(=O)NCCC2=CCCCC2)c(C)c1 (stereo not given)
    -0.4, -2, -3, -3, 18, 1, -9, -4, i
Cc1cccc(NC(=O)[C@@H]2CCCN2C2=NS(=O)(=O)c3ccccc32)c1C
    -0.6, 5, -2, 1, 5, -4, -1, -7, i
CCc1ccc(NC(=S)Nn2cnnc2)cc1
    -1.8, 0, -2, -7, 29, 35, 0, 5, i
O=C(NCCO)c1ccc(CSc2nc3ccccc3[nH]2)cc1
    -0.9, 9, -5, -1, -8, -2, -7, -7, i
Cc1noc(C)c1COc1ccc(C(=O)N2CCC(C)CC2)cc1
    -0.5, 0, -8, 4, 6, -2, -7, -4, i
CCn1nnnc1SCC(=O)c1cccc(OC)c1
    0.3, 1, 2, -2, 12, 1, -1, -3, i
O=C(CNS(=O)(=O)c1ccc(C(=O)N2CCCCC2)cc1)N1CCCCC1
    -0.2, 3, -6, 0, 6, 1, -8, -8, i
O=c1c2ccccc2ncn1CCCSc1ccc(Cl)cc1
    -0.7, 2, -1, -1, -11, 4, 15, -2, i
COC(=O)c1sc(N)c(C(=O)OC)c1CSc1nnc(-c2ccccc2Cl)n1C
    1.1, -6, -8, 2, -6, -5, -1, 6, i
O=[N+]([O-])c1ccc(O)c(-c2cc(C(F)(F)F)nc(-c3ccccc3)n2)c1
    -0.9, -1, -4, 1, 7, -3, 11, -4, i
O=C(c1ccco1)N(CC1CCCO1)c1nc(-c2ccccc2)cs1 (stereo not given)
    -0.7, -2, -5, -5, 1, -1, 27, 0, i
O=C(Nc1ccc(F)cc1)N1CCN(c2ccc3nnc(-c4ccc(F)cc4)n3n2)CC1
    1.7, -3, -3, -1, -2, 3, 10, -7, i
Cc1cc([N+](=O)[O-])c(-c2ccc(/C=N/n3cnnc3)o2)cc1Cl
    2.8, -1, -5, -3, 11, -4, 21, -1, i
C=CCOC(=O)Nc1snnc1C
    1.0, 0, -2, -1, 3, 1, -2, -1, i
Cn1c(CCN2CCCCC2)nc2cc(NS(=O)(=O)c3ccccc3)ccc21
    0.0, -6, -4, -2, -13, 2, -4, -9, i
C=CCn1c(COc2ccc(F)cc2)nnc1SCC(=O)NC1CC1
    -1.2, 4, -3, 5, -5, 1, -7, -9, i
COc1ccc(Nc2nc(N)c([N+](=O)[O-])c(N3CCCC3)n2)cc1
    1.2, -7, -3, -2, -5, 5, 5, 4, i
CC(CCc1ccccc1)NC(=O)COC(=O)c1ccc(S(C)(=O)=O)c([N+](=O)[O-])c1 (stereo not given)
    -0.9, 2, 1, -3, -22, 10, 20, 2, i
COc1ccc(C(=O)OCc2c(C)noc2C)cc1
    -1.5, 1, -1, 4, -5, -3, 0, -5, i
Cc1cc(=O)oc2cc(OCC(=O)OCC(=O)N3CCC(C)CC3)ccc12
    0.2, 2, -9, 1, 1, 6, -8, -5, i
CCn1c(SCC(=O)N2c3ccccc3Sc3ccccc32)nc2c1c(=O)n(C)c(=O)n2C
    -0.5, -7, -11, 3, 9, -1, 1, 3, i
O=C(NCc1ccccc1)c1cccc(Br)n1
    0.5, -6, 2, 4, 3, -3, -10, 15, i
Cc1cc2nc(-c3cccc(Cl)c3)c(Cc3cccc(Cl)c3)n2c(C)c1Br
    -0.6, 3, -2, ·, ·, 7, 20, -5, ·
CC(C)C(=O)N1CCN(c2ccccc2NC(=O)c2cc([N+](=O)[O-])ccc2N2CCOCC2)CC1
    1.3, -5, -2, -5, -10, 4, 12, 7, i
COc1ccc(N(CC(=O)N2CCOCC2)S(C)(=O)=O)cc1Cl
    -0.2, 0, -4, 2, -3, 4, -7, -9, i
CC(C)Cc1nnc(NC(=O)Cc2cccs2)s1
    -0.1, -3, -4, 0, -58, 26, -10, -6, +
COc1ccc([C@H]2CC(=O)C=C(c3cc(Cl)ccc3C)C2)cc1
    0.3, 2, -2, 2, -5, -3, 28, -9, i
CCCCC(O)(C(NC=O)C(=O)OC)C(F)(F)F (stereo not given)
    -1.4, 9, -1, -1, 4, -4, -1, -1, i
CN(C)/C=C/c1oc2ccc(O)cc2c1[N+](=O)[O-]
    5.5*, 58*, -5, -34, -58, -11, 9, -12, i
CCN(C(=O)CSc1nc(C2CC2)n(-c2ccccc2)n1)C1CCS(=O)(=O)C1 (stereo not given)
    0.9, -4, -1, 0, 9, -3, -4, -11, i
O=C(COC(=O)c1cc(S(=O)(=O)N2CCOCC2)ccc1F)NCc1ccco1
    -0.8, -1, -1, 0, 5, -4, -5, -5, i
CCn1c(CNc2cccc(Cl)c2)nnc1SCc1ccccc1
    -0.1, 4, -2, -3, 2, -3, 15, -4, i
CC(=O)[C@H]1CC[C@H]2[C@@H]3CCC4=CC(=O)CC[C@]4(C)[C@H]3CC[C@]12C
    0.9&-0.6, 2&4, 6&-2, 6&2, 9&-6, -1&4, 8&8, 0&-5, i
CCOC(=O)Cn1nc(C(F)F)c(Br)c1C
    -0.4, -1, -4, -3, -6, -2, -5, -10, i
Cc1ccc(C(=O)OC(C(=O)O)C(OC(=O)c2ccc(C)cc2)C(=O)O)cc1 (stereo not given)
    -0.7, 0, -3, 2, -12, 0, -10, 5, i

By substructure: the compounds so far with a COOH group
Screens in order: MsrA inhibitor, MT1-MMP act inh, bovine MsrA act, Rin1 Abl inh, MLLE-PAM2 inh, CSN inh, FAS TE block, eLon inh, Rpn11 inh
CC(=O)N/C(=C/c1ccc2c(c1)OCO2)C(=O)NC(Cc1ccccc1)C(=O)O (stereo not given)
    3.1, -1, -4, 5, 2, -4, -4, 0, i
Cc1ccc(C(=O)OC(C(=O)O)C(OC(=O)c2ccc(C)cc2)C(=O)O)cc1 (stereo not given)
    -0.7, 0, -3, 2, -12, 0, -10, 5, i

New compounds follow.
Screens in order: MsrA inhibitor, MT1-MMP act inh, bovine MsrA act, Rin1 Abl inh, MLLE-PAM2 inh, CSN inh, FAS TE block, eLon inh, Rpn11 inh
COc1ccc(CCN2CCCn3c2nc2c3c(=O)n(CC(N)=O)c(=O)n2C)cc1OC
    1.2, -2, -3, 1, 4, -2, -11, -4, i
CN(CCC1CCCCO1)Cc1cn(C)nc1-c1ccc2c(c1)OCCO2 (stereo not given)
    0.0, -6, -6, -1, 4, 7, -8, -5, i
COc1cccc(N2CCN(C(=O)c3cccc(S(=O)(=O)N4CCCC4)c3)CC2)c1
    -0.2, -7, -3, 2, -7, 3, -3, -7, i
CCC(C)C(NC(=O)OC(C)(C)C)C(=O)NC(C(=O)N1CCCC1C(N)=O)C(C)CC (stereo not given)
    0.0, -2, -1, 2, 4, 0, -7, 8, i
CCC1=NN(C(=O)c2ccc(Cl)cc2)C(O)(c2ccc(C)cc2)C1 (stereo not given)
    -0.1, 1, -5, -1, -4, 2, 15, 11, i
COc1ncccc1C(=O)NC1CCCc2c1cnn2-c1cc(C)cc(C)c1 (stereo not given)
    -1.5, -4, -1, -1, 12, -3, 8, -4, i

Some of the entries so far, as labelled records.
mol: Cn1c(CCN2CCCCC2)nc2cc(NS(=O)(=O)c3ccccc3)ccc21
- MsrA inhibitor: 0.0
- MT1-MMP act inh: -6
- bovine MsrA act: -4
- Rin1 Abl inh: -2
- MLLE-PAM2 inh: -13
- CSN inh: 2
- FAS TE block: -4
- eLon inh: -9
- Rpn11 inh: i

mol: COc1cccc(-n2c(=O)n(Cc3ccccc3)c(=O)c3[nH]cnc32)c1
- MsrA inhibitor: -0.3
- MT1-MMP act inh: 2
- bovine MsrA act: -3
- Rin1 Abl inh: -3
- MLLE-PAM2 inh: 6
- CSN inh: 2
- FAS TE block: -8
- eLon inh: 3
- Rpn11 inh: i
